PLCg1 inh – inhibitors of human phospholipase C gamma1; inhibition, % at 12.2 µM; AID 720700; 370,000 compounds, 0.84% hits; purified PLC-gamma1, fluorogenic substrate, fluorescence; P19174; in the data active = inhibition above about 9.5%
Tn6 DDE FP – disrupts Tn6 cyclic peptide binding to fibrin D-Dimer-E complex | P02675 | Fibrin DD(E) TRITC-Tn6 fluorescence polarization displacement | inhibition, % at 8.3 µM | 370,000 compounds, 0.21% hits;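 active = inhibition above a per-campaign cutoff: mean of compounds within control limits plus 3 SD, cut at about 15% in these data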;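 note: 0% = median of all compound wells on the plate and 100% = blocking peptide control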
Target sequence (P02675 whole entry, looked up): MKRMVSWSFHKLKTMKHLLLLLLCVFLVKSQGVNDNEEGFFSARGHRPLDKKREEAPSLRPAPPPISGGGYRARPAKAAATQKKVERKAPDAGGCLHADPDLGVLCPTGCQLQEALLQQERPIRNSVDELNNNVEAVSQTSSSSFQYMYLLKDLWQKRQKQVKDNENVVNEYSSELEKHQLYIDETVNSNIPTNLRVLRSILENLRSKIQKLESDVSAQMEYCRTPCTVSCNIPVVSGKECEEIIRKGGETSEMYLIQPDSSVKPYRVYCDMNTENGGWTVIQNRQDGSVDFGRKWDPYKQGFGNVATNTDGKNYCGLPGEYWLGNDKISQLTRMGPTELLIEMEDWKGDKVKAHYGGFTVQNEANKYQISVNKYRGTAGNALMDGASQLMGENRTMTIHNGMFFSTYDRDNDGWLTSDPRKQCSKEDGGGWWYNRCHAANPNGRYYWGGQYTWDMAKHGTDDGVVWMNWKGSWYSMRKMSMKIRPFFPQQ
ARFGAP1 inh – rat ARFGAP1 inhibition | 360,000 compounds, 0.26% hits | AID 651572 | Q62848 | Arfgap1-stimulated ARF1 GTP hydrolysis, GDP FP detection | inhibition, % at 16.5 µM;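 active = inhibition above a per-plate limit, mean inhibition of low control wells plus 3 SD, cut at about 25% in these data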;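 note: 0% = DMSO wells with enzyme and 100% = wells lacking Arfgap1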
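System: truncated rat Arfgap1 GAP domain / Benchmarks: high control wells lacking Arfgap1, low control full reaction with DMSO / Times: compound-enzyme preincubation 20 min, reaction 120 min, detection 60 min, 25 °C / Repeats: one replicate per compound / Also added: human ARF1(Δ1-17)-GTP substrate / Measured by: Tracer-displacement fluorescence polarization with EDTA stop, 620/688 nm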
TDP2 absorb – blocks human TDP2 phosphodiesterase activity | 370,000 compounds, 0.34% hits | AID 720702 | recombinant TDP2, T5PNP hydrolysis, p-nitrophenol absorbance 415 nm | inhibition, % at 12.8 µM;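 active = inhibition above the mean of all tested compounds plus 3 SD, set per campaign, cut at about 25% in these data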;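 note: 0% = DMSO with enzyme and 100% = buffer with substrate but no TDP2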
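System: recombinant human TDP2 / Amount: 120 nM TDP2 per well / Also added: 5 mM T5PNP chromogenic substrate / Doses: 12.8 µM single point, 1% DMSO / Incubation: 2 h at 37 °C / Detection: p-Nitrophenol epi absorbance / Evaluation: % inhibition relative to enzyme-containing and enzyme-free wells / Repeats: singlicate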
ADAM10 inh – ADAM10 inhibition, QFRET primary screen. 370,000 compounds, 0.62% hits. recombinant ADAM10, EDANS/DABCYL FRET peptide cleavage, 3 h. inhibition, % at 7 µM. O14672;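 active = inhibition above a per-campaign cutoff equal to the mean of compounds falling between control-based bounds plus 3 SD, cut at about 20% in these data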;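 note: 0% = DMSO wells while the 100% control is not disclosed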
Target sequence (O14672 214-748 limits assumed): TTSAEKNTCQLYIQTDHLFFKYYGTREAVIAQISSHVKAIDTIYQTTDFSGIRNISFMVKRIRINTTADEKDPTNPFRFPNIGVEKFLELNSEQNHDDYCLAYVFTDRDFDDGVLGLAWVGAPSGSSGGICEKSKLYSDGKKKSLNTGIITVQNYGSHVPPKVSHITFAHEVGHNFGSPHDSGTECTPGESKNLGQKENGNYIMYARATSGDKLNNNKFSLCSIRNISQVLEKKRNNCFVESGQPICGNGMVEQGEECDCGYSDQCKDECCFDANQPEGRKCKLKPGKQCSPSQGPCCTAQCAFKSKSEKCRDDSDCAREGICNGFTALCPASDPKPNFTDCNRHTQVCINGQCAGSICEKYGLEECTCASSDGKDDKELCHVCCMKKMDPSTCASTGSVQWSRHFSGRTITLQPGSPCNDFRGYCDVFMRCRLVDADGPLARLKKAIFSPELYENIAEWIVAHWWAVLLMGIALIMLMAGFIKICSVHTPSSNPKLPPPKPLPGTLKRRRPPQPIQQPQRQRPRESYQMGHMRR
Tn7 DDE FP – disrupts Tn7 cyclic peptide binding to fibrin D-Dimer-E complex. 370,000 compounds, 0.13% hits. inhibition, % at 8.3 µM. FP displacement of FITC-Tn7 peptide from fibrin DD(E); 0% = median of compound wells per plate;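 active = inhibition above the mean of compounds falling within the control limits plus 3 SD of them, cut at about 14% in these data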;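 note: 0% = plate median of compound wells and 100% = 10 µM Aha-Tn7 peptide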
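assay system = human clot-derived fibrin DD(E) complex | quantity = Fibrin-DD(E) at 2 µM final | timing = 10 min preincubation, 3 h with tracer, room temperature | signal = fluorescence polarization | measure = percent inhibition | benchmarks = high control wells with 10 µM unlabelled Aha-Tn7 peptide (full inhibition) | replicates = singlicate testing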
SIAE primary – human SIAE inhibition, primary screen. Q9HAT2. SIAE FP-Rh probe binding, fluorescence polarization. inhibition, % at 9.66 µM. 370,000 compounds, 0.69% hits;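 active = inhibition above a cutoff: mean of compounds within the control limits plus 3 SD of those, cut at about 17% in these data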;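 note: 0% = plate median of compound wells and 100% = probe without SIAE protein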
ADAM17 inh – ADAM17 inhibition, QFRET primary screen; P78536; 370,000 compounds, 0.83% hits; recombinant ADAM17, EDANS/DABCYL FRET peptide cleavage; inhibition, % at 6.95 µM;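 active = inhibition above the mean of compounds lying between control limits plus 3 SD, set per campaign, cut at about 8.5% in these data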;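 note: 0% = DMSO-only wells as the low control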
PLCb3 inh – blocks human PLC-beta3 enzyme activity. Q01970. Purified PLC-beta3, fluorogenic substrate, fluorescence. inhibition, % at 12.2 µM. 370,000 compounds, 0.18% hits; in the data active = inhibition above about 11%;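 note: 0% = median of compound wells on plate and 100% = full blocker control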
ASAP1 inh – ASAP1 ArfGAP inhibition; Q9ULH1; ASAP1-stimulated ARF1 GTP hydrolysis, GDP FP detection; inhibition, % at 16.5 µM; 360,000 compounds, 0.19% hits; AID 624377; in the data active = inhibition above about 25%;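 note: 0% = vehicle with enzyme and substrate and 100% = no enzyme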
An asterisk follows results filed as active; i = inactive; x = not tested or not shown.

Each structure is followed by: PLCg1 inh	Tn6 DDE FP	ARFGAP1 inh	TDP2 absorb	ADAM10 inh	Tn7 DDE FP	SIAE primary	ADAM17 inh	PLCb3 inh	ASAP1 inh
S=C(NCc1ccco1)N1CCN(c2ccc(Cl)cc2)CC1
    -2	3	-3	6	-5	-5	-5	-1	0	-8
COCCCn1c(O)c(/C=C2\N=C(C#N)C(=Nc3ccc(C)cc3)O2)sc1=S
    -6	-7	5	20	-3	-2	-17	-3	-14	10
COc1nc(-c2ccccc2)ccc1-c1noc(-c2ccco2)n1
    -3	6	-2	3	-10	2	-12	-5	-4	1
COc1ccc(-c2cc3nc(NCc4ccc(NC(C)=O)cc4)n(C)c(=O)c3s2)cc1OC
    -22	-4	2	-11	-165	-4	-21	-40	-27	1
O=C(NC1CCCC1)C(c1ccccc1)N(C(=O)c1csnn1)c1ccccc1F (stereo not drawn)
    9.9*	13	6	-11	8	-2	-5	0	6	3
Cc1ccc(-n2ccc(=O)c(C(=O)Nc3ccc(S(=O)(=O)N4CCOCC4)cc3)n2)cc1
    0	2	-4	-2	-12	1	1	-6	-2	-3
O=C(Nc1ccc(-c2cscn2)cc1)C1CCCN(Cc2ccccc2)C1 (stereo not drawn)
    1	-4	-6	-1	-4	-3	-1	-2	4	13
O=C(NCCCN1CCOCC1)c1cccs1
    1	4	3	-3	-8	-3	-1	-1	0	7
CC(C)NS(=O)(=O)c1ccc(OCC(=O)N2CCc3ccccc3C2)cc1
    3	-3	-9	12	2	-2	11	-2	2	-7
O=C(Nc1cccc(S(=O)(=O)NC2=NCCC2)c1)C1CCC1
    4	4	10	-9	11	2	-1	1	1	-3
O=C(COc1ccccc1[N+](=O)[O-])OC1CCS(=O)(=O)C1 (stereo not drawn)
    1	-1	-8	-13	-10	-3	1	-3	5	-11
CN(CC(=O)Nc1ccc(F)c(F)c1F)C(=O)Cn1cnc2c1c(=O)n(C)c(=O)n2C
    3	-4	3	-1	-10	-5	5	-2	-2	-3
COc1cc(-c2coc3c(C(=O)NC4CCCCC4)cccc23)ccc1O
    1	-2	2	0	4	-2	8	5	8	2
CC1CCOC(c2coc3ccccc3c2=O)O1 (stereo not drawn)
    -3	-2	2	8	-3	4	-3	-2	-3	-11
CCOC(=O)N1CCN(Cc2nc3cc(NC(=O)CC)ccc3n2C)CC1
    -3	-7	12	12	3	3	4	1	-6	0
COCCCn1cc(CN2CC=CS2(=O)=O)nn1
    3	-6	x	-4	-6	-1	1	-10	-1	x
NC(=NC(=O)c1ccc(OCC(F)(F)F)nc1)c1ccccc1
    -4	6	1	-8	-1	6	-10	-3	-6	0
CCOC(=O)C1CCN(S(=O)(=O)c2ccc3[nH]c(=O)c(=O)[nH]c3c2)CC1
    -2	5	3	7	-13	8	4	-8	-14	1
COc1cc(C2C3=C(COC3=O)Oc3cc4c(cc32)OCO4)ccc1O (stereo not drawn)
    -2	-2	-11	4	-5	-7	9	-3	0	0
CCOC(=O)N1CCN(CC(=O)Nc2ccccc2C(=O)Nc2ccccc2)CC1
    0	3	2	5	-3	2	-3	-1	-3	4
O=C1CCC(=O)N1CCC(c1ccc(F)cc1)c1ccco1 (stereo not drawn)
    -1	2	12	8	-4	5	-5	-5	-4	4
COc1ccc(S[C@]2(C(=O)N(C)C)CC(=O)N(C(=O)Nc3ccc(C)c(Cl)c3)[C@@H]2c2ccc(OC)cc2)cc1
    0	4	x	8	1	2	-2	4	-1	x
O=C(Nc1ccc(S(=O)(=O)N2CCCCCC2)cc1)c1ccco1
    4	-17	4	-9	-6	-4	-8	1	-1	5
C=CC[C@@H](CC(=O)NCCO)C(=O)N[C@H](C)COC(=O)[C@@H](CC=C)Cc1ccc(F)cc1
    -1	1	-3	12	-6	-2	3	-5	1	-13
Cc1ccc(/C=C2\Oc3c(ccc(O)c3CN3CCN(C)CC3)C2=O)cc1
    i	-3	11	-2	-157	2	-5	-64	i	7
O=C(O)C1CCCN1C(=O)C1CCN(S(=O)(=O)c2cccc(C(F)(F)F)c2)CC1 (stereo not drawn)
    -8	2	3	-2	-4	-4	-1	-3	2	3
CCCCCCc1cc2cc(-c3nnc(-c4cccc(OC)c4)o3)c(=O)oc2cc1O
    -25	-4	0	2	-51	-8	-1	-13	-41	-6
Cc1nc2c(-c3ccc(F)cc3)cnn2c(N)c1-c1ccc(F)cc1
    -94	3	-7	-3	-45	-3	0	-19	-143	-5
CC(C)(C)c1csc(NC(=O)Cn2cnc3ccccc3c2=O)n1
    6	-2	4	2	7	2	0	3	4	4
CSc1ccc(S(=O)(=O)NCC(=O)OCCOc2ccccc2)cc1[N+](=O)[O-]
    2	8	-5	3	5	0	-11	-3	1	14
COc1ccc(/C(O)=C2/C(=O)C(=O)N(CCCN3CCOCC3)C2c2ccc(C)cc2)cc1 (stereo not drawn)
    3	-1	-1	-12	-3	-7	7	-1	-7	-3
Cc1cccc(-c2cccc3c4c([nH]c23)[C@@H]2C[C@H](N(C)C(=O)Nc3ccccc3)[C@H]([C@H](C)O)C(=O)N2CC4)c1
    -46	1	x	-7	-75	-9	-1	-23	-62	x
O=S1(=O)N=C(Nc2ccc(O)c(CN3CCCCC3)c2)c2ccccc21
    0	-2	-13	-1	-3	1	2	-5	1	-2
CCOC(=O)c1ccc2[nH]cc(C(C)=O)c(=O)c2c1
    -1	-1	6	-3	-20	-5	-6	-5	-6	0
COc1cccc(C2C(C(=O)NCc3ccccc3)=C(C)Nc3ncnn32)c1 (stereo not drawn)
    0	-3	-2	4	-7	-5	-2	-5	-3	12
CCCn1nc(NS(=O)(=O)c2ccc(F)cc2)c2cc3ccccc3nc21
    -2	-6	-8	4	1	2	4	0	-13	-11
Cc1ccc([N+](=O)[O-])c2c1C(N1CCCCC1)C(C)(C)O2 (stereo not drawn)
    -1	-1	6	6	4	8	3	0	-5	0
C[C@H](CO)N1C[C@H](C)[C@@H](CN(C)C(=O)c2ccc3c(c2)OCO3)Oc2cc(/C=C/c3ccccc3)ccc2S1(=O)=O
    -34	1	1	3	-35	5	-10	-5	-52	6
COC(=O)c1c(C)[nH]c(C(=O)OCc2csc(CC(=O)Nc3ccccc3C)n2)c1C
    -2	5	2	-1	-15	-3	-6	-2	-1	6
O=C(O)C1Nc2c(O)cccc2C2C=CCC12 (stereo not drawn)
    18*	8	-3	20	15	4	64*	6	7	26*
COc1ccc(C(=O)C(OC(=O)c2ccccc2)c2ccccc2)cc1 (stereo not drawn)
    4	-3	6	6	10	-1	-5	6	1	11
CCC(C)(C)NC(=O)CN(Cc1ccc2c(c1)OCO2)C(=O)CCC(=O)Nc1nccs1
    3	7	-5	9	-8	-2	-1	0	1	-12
Cn1cc(S(=O)(=O)N2CCCC(C(=O)O)C2)cn1 (stereo not drawn)
    3	-5	11	-1	7	2	-2	-2	0	4
CCCNS(=O)(=O)c1ccc(CCC(=O)NCc2ccco2)cc1
    -1	1	-4	3	-1	-4	-9	-3	-2	-3
COc1cc(C)c(Cl)c(C)c1S(=O)(=O)NCc1ccc2c(c1)OCO2
    0	3	-7	2	7	16*	-4	-4	1	1
CCc1noc(C)c1C(=O)Nc1sc(C(=O)N(C)C)c(C)c1C#N
    -15	2	0	8	-5	1	3	0	-14	-5
CCCOc1ccc(NC(=O)CC2C(=O)N(C)C(=S)N2Cc2cccs2)cc1 (stereo not drawn)
    3	4	2	-3	12	2	6	6	2	-8
O=c1[nH]c(=O)n(CCO)c2nnn(Cc3ccccc3)c12
    9	1	-10	-9	9	1	5	0	2	-4
CC1(C)CC(=O)C2=C(C1)N(c1ccc(F)cc1)C(=O)NC2(C(F)(F)F)C(F)(F)F
    -2	4	1	-7	0	-1	2	-4	-2	6
Cc1ccc(O)c(C(CC(=O)NC2CCCCC2)c2ccccc2)c1 (stereo not drawn)
    0	3	5	-1	3	5	-5	0	-2	6
CC1CC1C(=O)Nc1nc(-c2ccccn2)cs1 (stereo not drawn)
    -5	-1	-5	0	3	-1	3	-2	-6	-11
COc1ccccc1C(=O)COC(=O)/C(=C/c1ccccc1)NC(C)=O
    -7	4	-4	12	-7	-5	0	-3	-10	9
O=C(Nc1ccc(F)cc1F)c1cccnc1
    4	5	-3	-4	4	-8	0	6	4	3
CCCCSc1ccc(NC(=O)c2cccnc2)cc1
    -3	1	2	-1	4	8	-4	0	-2	-7
C/C(=N\NC(=O)C1CC1)c1ccc(Cl)cc1
    -4	-1	-7	2	-6	0	0	-5	3	4
CCC(C)NCCOCCOc1ccc(Br)cc1 (stereo not drawn)
    1	7	-12	6	-4	6	-1	-3	2	7
COc1cc(C2SC(C)C(=O)N2CCc2ccccc2)cc(OC)c1OC (stereo not drawn)
    1	-3	-2	-3	-8	11	-2	-2	-1	-3
OC(c1cccs1)(c1cccs1)C1C[N+]2(CF)CCC1CC2 (stereo not drawn)
    -40	-2	1	3	2	4	3	-1	3	-3
CC1(C)CC(=O)C=C(c2ccccc2-c2ccc3cc[nH]c3c2)C1=O
    -5	-4	0	-10	7	1	-6	2	-13	-2
CCN1CCN(C(=O)c2ccc3c(=O)n(Cc4ccccc4OC)c(=S)[nH]c3c2)CC1
    1	4	2	-11	3	-1	-9	-5	-2	0

Going on with the list.
Each structure is followed by: PLCg1 inh	Tn6 DDE FP	ARFGAP1 inh	TDP2 absorb	ADAM10 inh	Tn7 DDE FP	SIAE primary	ADAM17 inh	PLCb3 inh	ASAP1 inh
Cc1ccccc1NC(=O)c1nc(S(C)(=O)=O)ncc1Cl
    4	-7	0	-1	-3	-1	0	0	-4	7
O=C(NCCC1CCCCN1S(=O)(=O)c1cccs1)C(=O)Nc1ccccc1 (stereo not drawn)
    0	-6	3	-3	-1	1	-3	0	2	5
CCCCOc1ccc(N2C(=O)CC(NCCc3ccc(S(N)(=O)=O)cc3)C2=O)cc1 (stereo not drawn)
    2	-3	16	6	-1	-2	4	-4	-3	-4
COc1cc(OC)cc(C(=O)Nc2sc3c(c2C(N)=O)CCC3)c1
    -85	4	-10	7	-65	-1	-19	-22	-126	-9
CC(C)(C)NC(=O)CCN(/N=C/c1ccncc1)C1=NS(=O)(=O)c2ccccc21
    1	10	-9	8	2	5	3	-1	4	-5

Record cards, from the list above. Order of screens: PLCg1 inh	Tn6 DDE FP	ARFGAP1 inh	TDP2 absorb	ADAM10 inh	Tn7 DDE FP	SIAE primary	ADAM17 inh	PLCb3 inh	ASAP1 inh
Results for CCCNS(=O)(=O)c1ccc(CCC(=O)NCc2ccco2)cc1 = -1	1	-4	3	-1	-4	-9	-3	-2	-3
Results for COc1cc(C2SC(C)C(=O)N2CCc2ccccc2)cc(OC)c1OC (stereo not drawn) = 1	-3	-2	-3	-8	11	-2	-2	-1	-3
